Screens (PubChem BioAssay)
UBC13 polyUb: human UBC13 polyubiquitination inhibition; inhibition, % at 20 µM; P61088; 330,000 compounds, 0.47% hits; UBC13 polyubiquitin chain formation, TR-FRET; in the data active = inhibition above about 45%, passing the limit was not always enough
SENP7 inh: SENP7 protease inhibition. Q9BQF6. recombinant SENP7, Z-RLRGG-aminoluciferin luminescence, 40 min. inhibition, % at 5 µM. 330,000 compounds, 1.5% hits;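 active = inhibition above about 50% at the single test dose, limit read from the data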;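 also: plate controls were DMSO with enzyme for no effect and no enzyme buffer wells for full effect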
HKDC1 inh: HKDC1 (human) hexokinase inhibition; Q2TB90; recombinant HKDC1, G6PDH/diaphorase resazurin coupled fluorescence; inhibition, % at 20 µM; 340,000 compounds, 0.16% hits;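 active = inhibition above about 35% when tested at 20 µM, limit read from the data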;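 also: plate controls were DMSO wells with enzyme for no effect and DMSO wells lacking enzyme for full effect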
Target sequence (Q2TB90 whole entry, looked up): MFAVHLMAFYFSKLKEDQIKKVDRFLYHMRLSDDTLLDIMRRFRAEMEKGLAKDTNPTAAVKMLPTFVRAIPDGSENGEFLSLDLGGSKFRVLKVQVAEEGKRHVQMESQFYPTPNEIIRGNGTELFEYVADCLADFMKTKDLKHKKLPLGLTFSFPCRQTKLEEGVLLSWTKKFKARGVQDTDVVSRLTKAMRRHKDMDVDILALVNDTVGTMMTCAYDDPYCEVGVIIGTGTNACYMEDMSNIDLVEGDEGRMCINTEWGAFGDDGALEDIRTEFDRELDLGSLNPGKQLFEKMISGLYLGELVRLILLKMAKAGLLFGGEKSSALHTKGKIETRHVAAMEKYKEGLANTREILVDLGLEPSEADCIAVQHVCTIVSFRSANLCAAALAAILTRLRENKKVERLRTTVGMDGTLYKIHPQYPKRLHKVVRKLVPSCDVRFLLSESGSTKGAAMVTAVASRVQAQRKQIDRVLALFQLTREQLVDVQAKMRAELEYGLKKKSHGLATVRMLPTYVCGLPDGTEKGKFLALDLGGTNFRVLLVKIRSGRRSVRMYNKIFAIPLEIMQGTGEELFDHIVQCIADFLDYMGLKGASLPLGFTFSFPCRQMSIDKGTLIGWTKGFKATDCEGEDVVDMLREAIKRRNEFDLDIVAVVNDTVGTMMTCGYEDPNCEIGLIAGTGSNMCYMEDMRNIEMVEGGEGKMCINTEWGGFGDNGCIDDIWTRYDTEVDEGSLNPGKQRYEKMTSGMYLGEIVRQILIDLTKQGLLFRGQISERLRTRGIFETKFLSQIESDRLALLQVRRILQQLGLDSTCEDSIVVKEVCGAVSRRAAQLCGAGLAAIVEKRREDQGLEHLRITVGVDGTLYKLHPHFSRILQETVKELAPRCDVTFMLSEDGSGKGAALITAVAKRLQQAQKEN
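Assay system: in-house recombinant HK5 (HKDC1) enzyme. Input: HKDC1 at 5 µg/mL. Medium: Tris pH 8.0 buffer with MgCl2, Tween-20, BSA, BME. Dosing: single 20 µM dose. Schedule: 90 min reaction incubation at room temperature, dark. Signal: resazurin-to-resorufin fluorescence via G6PDH and diaphorase coupling, 525/613 nm. Controls: DMSO-enzyme wells negative, buffer-substituted wells positive.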
697 NFkB inh: lowers PMA/ionomycin-induced NF-kB signal in 697 B cells. 697 B-cell NF-kB luciferase reporter, 16 h. AID 435022. inhibition, % at 4 µM. 330,000 compounds, 0.33% hits; in the data active = inhibition above about 35%
Apaf1 inhib: human Apaf-1 inhibition; O14727; reconstituted apoptosome caspase-3 activity, DEVD-Rh110 fluorescence; inhibition, % at 20 µM; 330,000 compounds, 0.71% hits; AID 489030; active = inhibition of at least 40% at 20 µM;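 also: plate controls were DMSO wells for no effect and DEVD-CHO caspase inhibitor wells for full effect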
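System – cell-free apoptosome with Apaf-1, procaspase-3 and caspase-9 · Buffer or medium – pH 7.5 Hepes buffer with CHAPS, BSA, DTT · Also added – cytochrome c with DEVD-Rh110 · Times – 30 min compound preincubation, 50 min activation, room temperature · Technique – Rh110 fluorescence intensity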
SENP8 block: blocks the human protease SENP8. inhibition, % at 10 µM. purified SENP8, Z-RLRGG-aminoluciferin cleavage, luminescence. 330,000 compounds, 1.2% hits. AID 2540
Jurkat NFkB inh: lowers PMA/ionomycin-induced NF-kB signal in Jurkat cells; PMA/ionomycin-induced NF-kB luciferase reporter, luminescence; inhibition, % at 4 µM; 330,000 compounds, 0.53% hits
Gli-Sufu block: blocks Gli-Sufu signaling in a luciferase reporter; Sufu-KO-LIGHT fibroblasts, Gli luciferase reporter luminescence; inhibition, % at 5 µM; 340,000 compounds, 0.74% hits; AID 588413;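 active = inhibition above about 55%, limit read from the data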;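 also: 0% = DMSO-treated cells and 100% = wells with medium but no cells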
* hit, by the source's call; / = no result given. Rule as the data show it, unless noted: active = inhibition above about 50%; inactive = the rest.

SMILES	UBC13 polyUb	SENP7 inh	HKDC1 inh	697 NFkB inh	Apaf1 inhib	SENP8 block	Jurkat NFkB inh	Gli-Sufu block
COc1cc(C2NC(=O)NC(C)=C2[N+](=O)[O-])cc(OC)c1OC (configuration not stated)	9	6	-9	13	-26	0	1	1
C/C(=N\NC(=O)c1nnn(-c2nonc2N)c1CN(C)c1ccccc1)c1cccnc1	-15	1	2	0	3	4	15	-11
CC(=O)c1c(C(C)=O)c(C)n(-c2ccc(C)c(NC(=O)c3ccccc3Cl)c2)c1C	4	-7	-1	11	-3	-5	19	6
COc1ccc(C=O)cc1COc1ccc(Cl)cc1[N+](=O)[O-]	-4	2	5	11	10	-8	4	-3
Cc1cc(C(=O)OCC(=O)NC2CC2)ccc1[N+](=O)[O-]	-1	-9	-3	2	0	-9	-5	-3
CC(=O)c1cccc(NC(=S)N2CCc3ccccc32)c1	-9	9	2	-105	24	4	-95	-20
CC(NC(=O)Cn1nc(C(=O)O)c2ccccc2c1=O)C12CC3CC(CC(C3)C1)C2 (configuration not stated)	-5	-5	1	4	22	-14	-13	-5
C/C(=N\NC(=O)c1nnn(-c2nonc2N)c1CSc1ccccc1)c1ccc2c(c1)OCO2	-8	5	-5	-8	6	-1	12	-6
CCOC(=O)c1cccc(NC(=O)c2ccccc2C)c1	12	8	-1	18	-7	-6	-10	-11
COc1ccccc1C(=O)NNC(=O)CCC(=O)NCc1ccccc1	0	3	-3	-15	2	-10	-3	-7

Next part (4 carried over from the part before).
SMILES	UBC13 polyUb	SENP7 inh	HKDC1 inh	697 NFkB inh	Apaf1 inhib	SENP8 block	Jurkat NFkB inh	Gli-Sufu block
CC(NC(=O)Cn1nc(C(=O)O)c2ccccc2c1=O)C12CC3CC(CC(C3)C1)C2 (configuration not stated)	-5	-5	1	4	22	-14	-13	-5
C/C(=N\NC(=O)c1nnn(-c2nonc2N)c1CSc1ccccc1)c1ccc2c(c1)OCO2	-8	5	-5	-8	6	-1	12	-6
CCOC(=O)c1cccc(NC(=O)c2ccccc2C)c1	12	8	-1	18	-7	-6	-10	-11
COc1ccccc1C(=O)NNC(=O)CCC(=O)NCc1ccccc1	0	3	-3	-15	2	-10	-3	-7
Cc1ccc2nc(SCc3cn4cccnc4n3)[nH]c2c1	2	-6	-2	7	-4	-2	4	-8
Cc1cc(NC(=O)COC(=O)c2ccc(OC(F)(F)F)cc2)no1	20	5	-6	-7	-9	0	7	3
COc1ccccc1NC(=S)NCCc1ccccc1	0	10	-5	-1	9	-4	-11	-12
CCOC(=O)CSc1nnc(CNC(=O)c2ccc(OC)cc2)n1C1CCCCC1	-6	4	3	8	17	2	10	6
CCN1C(=O)[C@@H]2[C@@H](c3ccc(-c4ccc(C(C)=O)cc4)cc3)N3CCCC[C@@]3(C(=O)OC)[C@@H]2C1=O	-4	-8	-2	-18	17	5	-3	8
Cc1ccc(NC(=O)/C(C#N)=C/c2ccc(C)s2)c(C)c1	-18	-12	4	-79	5	-13	-32	8
Cc1ccc(NC(=O)c2ccco2)c(NC(=O)c2ccccc2C)c1	8	1	-3	7	-3	1	15	-16
FC(F)(F)c1cc(C(F)(F)F)c2ccc(Oc3ccccc3)nc2n1	-10	-5	-2	3	9	-8	1	-2
Cc1cc(=O)oc2cc(NC(=O)CCCC(=O)O)ccc12	10	2	-4	5	-1	1	-3	-18
O=C(CSc1nc2ccccc2c(=O)n1-c1ccc(OC(F)F)cc1)NC1CC1	-10	5	3	-10	-1	0	-7	-1

Not a retest: entries from further up.
SMILES	UBC13 polyUb	SENP7 inh	HKDC1 inh	697 NFkB inh	Apaf1 inhib	SENP8 block	Jurkat NFkB inh	Gli-Sufu block
COc1cc(C2NC(=O)NC(C)=C2[N+](=O)[O-])cc(OC)c1OC (configuration not stated)	9	6	-9	13	-26	0	1	1
C/C(=N\NC(=O)c1nnn(-c2nonc2N)c1CN(C)c1ccccc1)c1cccnc1	-15	1	2	0	3	4	15	-11
CC(=O)c1c(C(C)=O)c(C)n(-c2ccc(C)c(NC(=O)c3ccccc3Cl)c2)c1C	4	-7	-1	11	-3	-5	19	6
COc1ccc(C=O)cc1COc1ccc(Cl)cc1[N+](=O)[O-]	-4	2	5	11	10	-8	4	-3
Cc1cc(C(=O)OCC(=O)NC2CC2)ccc1[N+](=O)[O-]	-1	-9	-3	2	0	-9	-5	-3
CC(=O)c1cccc(NC(=S)N2CCc3ccccc32)c1	-9	9	2	-105	24	4	-95	-20

More results follow.
SMILES	UBC13 polyUb	SENP7 inh	HKDC1 inh	697 NFkB inh	Apaf1 inhib	SENP8 block	Jurkat NFkB inh	Gli-Sufu block
O=C(NCc1ccc(Cl)cc1)C(=O)NCC1CCCN1S(=O)(=O)c1cccs1 (configuration not stated)	1	3	10	5	23	11	-4	7
COc1ccc(C2/C(=C(\O)c3ccc4c(c3)OCCO4)C(=O)C(=O)N2c2nc(C)c(C(C)=O)s2)cc1 (configuration not stated)	-17	7	1	-6	15	3	-12	-6
Brc1cccc(/C=N/Nc2nc(N3CCCCC3)nc(N3CCCCC3)n2)c1	-4	6	/	7	6	6	14	/
COc1ccc(C2=NOC(C(=O)NCc3ccccn3)C2)cc1OC (configuration not stated)	-6	-8	-1	-22	10	-2	1	-2
Cc1ccc(N(CC(=O)NCc2ccco2)C(=O)CCC(=O)Nc2ccccn2)c(C)c1	3	0	-7	9	3	6	2	-19
O=C(O)c1cccc(Nc2ncnc3c2cnn3-c2ccccc2)c1	9	90*	1	-77	-6	90*	-14	-82
CC(C)Nc1nc(Cl)nc(NN(C)c2nc(N(C)C)nc(N(C)C)n2)n1	-7	-6	6	-12	23	-14	-20	-1
O=C(N/N=C/c1cccc(Oc2ccccc2)c1)c1cc[n+]([O-])cc1	-6	10	-8	7	2	2	4	-5
CCOc1ccc(/C=C/C(=O)c2c(O)c3ccccc3oc2=O)cc1	-9	-4	14	-12	22	-16	-3	25
CCCCNC(=O)C1c2ccccc2Oc2ccccc21	-2	12	-4	11	0	1	3	-5
CC(C)OC(=O)/C(C#N)=C/c1cn(C)c2ccccc12	-6	0	3	9	-1	-1	-7	0
COc1ccc(C2CC(c3ccccc3)=NN2C(=O)COC(=O)c2nc3nc(C)cc(C)n3n2)cc1 (configuration not stated)	4	1	2	7	34	4	-20	1
COc1ccc(CNC(=O)c2nc(S(=O)(=O)Cc3ccccc3)ncc2Cl)cc1	18	4	4	-55	0	12	2	6
COc1ccnc(-n2cccc2C#N)c1C#N	-2	-4	8	-32	-9	2	-17	-2
CC(Sc1nnc(CNc2cccc3ccccc23)n1-c1ccccc1)C(=O)N/N=C/c1ccco1 (configuration not stated)	-5	25	11	6	6	-8	0	1
CCN(C1CCCCC1)S(=O)(=O)c1cc2c3c(c1)CCN3C(=O)CC2	0	-15	-5	2	8	-6	13	-8
Nc1ccc(S(=O)(=O)NCc2ccccn2)cc1	6	3	-6	7	-4	8	-4	22
COc1cccc2c1O/C(=N\O)C(C(=O)Nc1ccc(C)cc1)C2 (configuration not stated)	6	-2	-4	-38	-4	2	42	0
CCOC(=O)C1=C(N)Oc2ccc3ccccc3c2C1c1cccc(O)c1 (configuration not stated)	17	3	-1	-1	-4	10	-10	-6
CCCOc1cccc(C2C(C(=O)c3ccc(C)o3)=C(O)C(=O)N2c2nc(C)c(C(C)=O)s2)c1 (configuration not stated)	-7	7	8	13	22	-6	3	7
O=C(NCC1CCCO1)c1ccc(CSCc2cccc(F)c2)o1 (configuration not stated)	2	10	0	19	-3	-3	2	-1
Cc1cc(=O)oc(C)c1C(=O)NC1CCCCCCC1	-14	-6	-1	0	7	-2	-5	4
Cc1ccc(C(C)NC(=S)NC2CCCCC2)c(C)c1 (configuration not stated)	2	-7	-3	-30	14	-2	3	8
Cc1cccc(C)c1OCCCCn1cnc2ccccc2c1=O	-6	-4	-5	-11	10	-1	-18	-2
Cc1c(C(=O)NCCSCc2ccco2)cccc1[N+](=O)[O-]	1	1	-11	5	0	-3	3	0
CCS(=O)(=O)c1ccc2oc(SCC(=O)c3ccco3)nc2c1	-2	-4	7	1	-17	-1	18	7
COCCn1c(SCC(=O)N2CCC(C)CC2)nc2ccccc2c1=O	0	0	-7	15	-9	-10	0	-1
O=C1CSC(=S)N1c1cccc(F)c1	-7	-14	-6	-35	-1	-4	-10	2
CCOc1cc(S(=O)(=O)N2CCCCC2)ccc1Cl	0	2	-4	18	6	0	1	-5
CCCn1c(N)c(N(CCOC)C(=O)COC(=O)CSc2cc(C)c3ccccc3n2)c(=O)[nH]c1=O	5	-3	0	3	-9	-9	9	2
O=C(NC1CCCCC1)N(Cc1ccc(F)cc1)Cc1nc2ccccc2c(=O)[nH]1	1	4	1	22	6	7	-2	-19
CSc1nnc2ccc(-c3cccs3)nn12	1	1	3	12	-13	0	1	6
N#CCC(=O)N/N=C/c1coc2ccccc2c1=O	-15	-17	2	-30	-4	0	-30	0
O=C(O)c1nccnc1C(=O)Nc1ccc(Cl)cc1Cl	4	-5	-3	3	0	-2	5	7
Cc1ccc(NC(=O)c2cc([N+](=O)[O-])ccc2NCc2cccnc2)cc1	-9	3	-5	-41	14	-4	-10	5
CCn1c(NC(=O)c2ccc(COc3ccc(C)cc3[N+](=O)[O-])o2)nc2ccccc21	-12	5	8	-52	12	-1	-11	1
COc1ccc(OCC(=O)NCCCNC(=O)COc2ccc(OC)cc2)cc1	7	-2	-6	9	-3	-10	-1	7
O=C(NCCCN1CCCC1)c1ccc(CS(=O)(=O)c2c(Cl)cccc2Cl)o1	-9	5	-7	-36	18	10	2	/
NC(=O)[C@H]1CC2(CC(c3cccc(NC(=O)COc4ccc(Cl)cc4)c3)=NO2)CN1C(=O)c1ccccc1C(=O)c1ccccc1 (some centres not stated)	-30	-8	5	-15	17	-2	-7	11
Cc1nc(-c2cc(C#N)c(Sc3ccc(Cl)cc3Cl)nc2C)cs1	11	3	1	-6	-7	-1	7	9
CCCc1cc(=O)n2[nH]c(NCc3ccc(Cl)cc3Cl)nc2n1	5	0	4	-1	3	2	14	2

Gathered by group: the compounds so far containing a thiophene ring, fused or not
SMILES	UBC13 polyUb	SENP7 inh	HKDC1 inh	697 NFkB inh	Apaf1 inhib	SENP8 block	Jurkat NFkB inh	Gli-Sufu block
Cc1ccc(NC(=O)/C(C#N)=C/c2ccc(C)s2)c(C)c1	-18	-12	4	-79	5	-13	-32	8
O=C(NCc1ccc(Cl)cc1)C(=O)NCC1CCCN1S(=O)(=O)c1cccs1 (configuration not stated)	1	3	10	5	23	11	-4	7
CSc1nnc2ccc(-c3cccs3)nn12	1	1	3	12	-13	0	1	6
